High-throughput results deposited in PubChem BioAssay by National Center for Advancing Translational Sciences (NCATS).
aSyn yeast inh = qHTS of alpha-syn Inhibitors. Yeast expressing alpha-synuclein, growth rescue, BacTiter-Glo, 24 h. Potency, µM (series often up to 46.1 µM), for the others: top-dose growth rescue (activation), actives largely listed as activators. actives 0.14% (n = 370,000); note: potency is the fitted concentration of half-maximal effect; % of control where 0% means no effect; nearly all actives have a fitted effect of over 65% in size
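Galactose-induced alpha-syn yeast (OD600=0.02, raffinose-pregrown) + pinned cpd, 24 hr, 30 deg C; growth by BacTiter-Glo luminescence. Growth restoration scores as activation.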
GLP1R cytotox = qHTS of GLP-1 Receptor Inverse Agonists: Cytotox Screen | actives 0.13% (n = 410,000) | Potency, µM (series often up to 38.3 µM), for inactives: top-dose activity change, negative = inhibition, most hits filed as inhibitors | AID 624418, 2012 | HEK293 cAMP-luciferase reporter cells, luminescence, 24 h;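 note: loss of luciferase light is scored as toxicity; potency is the fitted concentration of half-maximal effect; % is set by controls: 0 for no effect and ±100 for the full control effect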
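A 23 nL compound transfer followed 12 hours of cell culture at 37 deg C; exposure then lasted 24 hr. Luciferase assay detection reagent was dispensed and plates read for luminescence after a 12 min room-temperature wait.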
TDP-43 yeast inh = qHTS of TDP-43 Inhibitors | actives 1.8% (n = 410,000) | Potency, µM (top dose mostly 46.1 µM), without a hit: at the top dose growth rescue (activation), usual class: activators | AID 652104, 2013 | TDP-43 expressing yeast growth rescue, BacTiter-Glo, 24 h; note: potency is the fitted concentration of half-maximal effect; % of control where 0% means no effect; nearly all actives have a fitted effect of over 50% in size
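In this qHTS, compounds that restore growth of yeast expressing TDP-43 appear as activators. Cells (OD600=0.02, galactose medium, raffinose-pregrown) are incubated with compound 24 hr at 30 deg C and growth is quantified by BacTiter-Glo.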
Akt phos inh = HTS Assay for Inhibitors of Akt Phophorylation: Primary Screen; Neuro2A IGF-stimulated pAkt S473 HTRF, 20 min; hits give low values; activity change, % for hits at 50 µM; actives 0.32% (n = 360,000); AID 651550, 2012; in the data active = activity change below about -80%; inconclusive = mostly about -51% to -80%; note: % is set by controls: 0 for no effect and ±100 for the full control effect
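Neuro2A cells (4,500/well, DMEM with 0.5% FBS) were treated with compound at a single 50 µM final concentration, stimulated with 6 nM IGF for 20 min at 37 °C, and lysed. Phospho-Akt Ser473 was read by HTRF as 665/615 ratio ×10^4.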
Abeta yeast res = qHTS for compounds that reverse cellular toxicity of Amyloid beta (A-beta) peptide in yeast: Primary Screen; AID 1347071, 2019; Potency, µM (titrated, usually from 46.1 µM), inactives show at the top dose growth rescue, actives largely listed as activators; yeast expressing A-beta42, growth rescue, OD600, 48 h; response scale: 0% DMSO, 100% iron-clioquinol control; actives 0.063% (n = 410,000); note: potency is the fitted concentration of half-maximal effect; nearly all actives have a fitted effect of over 55% in size
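Yeast growth medium received pinned compounds, then yeast cells expressing toxic A-beta were added; plates incubated at 30 C for 48 hr. Growth read as absorbance at 600 nm, normalized to DMSO and equimolar FeCl3 plus clioquinol controls.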
FUS suppressor = qHTS for Suppressors of FUS Proteinopathy: Primary screen using FUS-linked yeast assay; S. cerevisiae FUS-expressing, growth rescue, OD600, 24 h; Potency, µM (doses to about 76.6 µM), for inactives: at the top dose growth rescue (activation), actives largely listed as activators; actives 0.24% (n = 390,000); AID 1347120, 2019;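 note: potency is the fitted concentration of half-maximal effect; plate controls were DMSO vehicle for no effect and reference control for full effect; nearly all actives have a fitted effect of over 55% in size; some results filed as inactive show a strong effect at the top dose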
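Absorbance at 600 nm, taken 24hr after compound addition, measured rescue of FUS-yeast growth at 30C. Induction used 2% galactose with seeding at OD 0.005. Controls: CP55940 from 92uM final, DMSO only.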
Mm-Cpn inhibitor = Inhibitors of TCP-1 ring complex (TRiC) of Methanococcus maripaludis (MmCpn): qHTS; Chaperonin Mm-Cpn (Methanococcus maripaludis); purified Mm-Cpn ATPase, ADP Transcreener TR-FRET; Potency, µM (titrated, usually from 76.9 µM), without a hit: at the top dose activity, negative = inhibition, actives largely listed as inhibitors; actives 0.031% (n = 330,000); note: potency is the fitted concentration of half-maximal effect; % is set by controls: 0 for no effect and ±100 for the full control effect; nearly all actives have a fitted effect of over 80% in size
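ATP (10 uM final) was added to archaeal chaperonin (25 nM final) after 10 min exposure to test compound at 37°C; after 30 min further incubation, ADP was detected by competitive TR-FRET.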
GLP1R inv ag = qHTS of GLP-1 Receptor Inverse Agonists (Inhibition Mode). HEK293 GLP-1R CRE-luciferase, luminescence, 24 h; GLP-1R form is constitutively active. Potency, µM (doses to about 38.3 µM), without a hit: at the highest dose activity change, negative = inhibition, most hits filed as inhibitors. actives 1.6% (n = 410,000); note: potency is the fitted concentration of half-maximal effect; % is set by controls: 0 for no effect and ±100 for the full control effect; nearly all actives have a fitted effect of over 55% in size
Target sequence (P43220 whole entry, looked up): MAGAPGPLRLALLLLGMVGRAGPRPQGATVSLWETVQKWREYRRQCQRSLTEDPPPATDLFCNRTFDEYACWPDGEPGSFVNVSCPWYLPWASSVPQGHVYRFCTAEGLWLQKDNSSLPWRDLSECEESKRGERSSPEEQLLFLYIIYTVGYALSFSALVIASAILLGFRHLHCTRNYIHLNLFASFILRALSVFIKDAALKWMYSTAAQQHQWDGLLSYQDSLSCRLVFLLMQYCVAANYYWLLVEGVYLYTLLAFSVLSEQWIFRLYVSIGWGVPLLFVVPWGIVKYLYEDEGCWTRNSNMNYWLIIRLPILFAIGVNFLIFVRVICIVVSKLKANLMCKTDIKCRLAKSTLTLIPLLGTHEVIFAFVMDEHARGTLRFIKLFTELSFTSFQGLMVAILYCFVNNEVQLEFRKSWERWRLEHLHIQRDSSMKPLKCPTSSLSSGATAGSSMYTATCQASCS
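qHTS in 1536-well format: reporter HEK293 cells expressing constitutive GLP-1R activity in DMEM + 10% Nu serum, 24 hr with compounds at 37 deg C, luminescence read after 12 min with detection reagent.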
PTHR1 ag = qHTS for PTHR1 Agonists: Primary Screen | Parathyroid hormone/parathyroid hormone-related peptide receptor (Homo sapiens), Q03431 | HEK293 GP2 PTHR1 cells, GloSensor cAMP luminescence, 1 h | Potency, µM (highest dose often 115 µM), inactives show at the top dose activation, usual class: activators | actives 0.075% (n = 410,000) | AID 743266, 2014; note: potency is the fitted concentration of half-maximal effect; nearly all actives have a fitted effect of over 55% in size; some results filed as inactive show a strong effect at the top dose; inactives centre near -15; many of its hits are not listed in these tables
Target sequence (Q03431 whole entry, looked up): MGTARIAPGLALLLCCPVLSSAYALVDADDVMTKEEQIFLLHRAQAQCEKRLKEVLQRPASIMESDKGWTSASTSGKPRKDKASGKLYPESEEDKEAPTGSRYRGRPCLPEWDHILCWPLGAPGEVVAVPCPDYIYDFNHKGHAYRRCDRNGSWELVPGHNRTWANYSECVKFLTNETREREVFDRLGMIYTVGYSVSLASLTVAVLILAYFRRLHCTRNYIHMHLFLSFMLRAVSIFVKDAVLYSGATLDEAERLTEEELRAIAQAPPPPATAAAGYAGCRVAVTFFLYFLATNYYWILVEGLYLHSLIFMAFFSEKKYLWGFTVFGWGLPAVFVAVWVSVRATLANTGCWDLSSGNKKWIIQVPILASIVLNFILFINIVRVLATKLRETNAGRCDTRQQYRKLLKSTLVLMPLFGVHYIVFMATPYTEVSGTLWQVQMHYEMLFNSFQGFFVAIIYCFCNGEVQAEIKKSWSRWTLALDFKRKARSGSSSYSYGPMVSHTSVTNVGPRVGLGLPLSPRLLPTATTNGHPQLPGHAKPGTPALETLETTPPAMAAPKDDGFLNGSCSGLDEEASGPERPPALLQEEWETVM
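HEK-293-derived GP2 cells expressing PTHR1 and a GloSensor cAMP reporter, 3,000/well, plated overnight, given luciferin plus IBMX (each 0.5 mM as added) for 1 h at 37 °C, then compound for 1 h at 37 °C. Luminescence was read after 15 min at room temperature.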
* hit, by the source's call; i = inactive; ? = inconclusive; nt = not tested or not shown; & = joins results of further samples; [ ] = dose if it differs, or a comment. Unless noted, calls come from the whole dose curve; as a rule, active = well fitted curve in the direction sought with a large enough effect; inconclusive = small, poorly fitted or top-dose-only effect, or another doubt; inactive = no such curve, though single readings can be large; an effect the other way counts as inactive or inconclusive.

Preview:
SMILES | aSyn yeast inh | GLP1R cytotox | TDP-43 yeast inh | Akt phos inh | Abeta yeast res | FUS suppressor | Mm-Cpn inhibitor | GLP1R inv ag | PTHR1 ag
Cc1cccc(OCC(=O)NC(=S)NNC(=O)c2ccncc2)c1 | -11% | 12% | 17% | i | 18% | 12% | -2% | 26% | -7%
O=C(NCc1ccc(F)cc1)c1c(O)c2cccc3c2n(c1=O)CCC3 | 1% | 0% | 10% | ? | 8% | 18% | -4% | 8% | -9%[57.5 µM]
CC(=O)N1CCCc2cc(S(=O)(=O)N3CCC(C(=O)Nc4c(C)cccc4C)CC3)ccc21 | nt | -9% | 14% | nt | 15% | 0% | nt | -1% | -34%[inhibitor]

This part in full, repeating the preview:
SMILES | aSyn yeast inh | GLP1R cytotox | TDP-43 yeast inh | Akt phos inh | Abeta yeast res | FUS suppressor | Mm-Cpn inhibitor | GLP1R inv ag | PTHR1 ag
Cc1cccc(OCC(=O)NC(=S)NNC(=O)c2ccncc2)c1 | -11% | 12% | 17% | i | 18% | 12% | -2% | 26% | -7%
O=C(NCc1ccc(F)cc1)c1c(O)c2cccc3c2n(c1=O)CCC3 | 1% | 0% | 10% | ? | 8% | 18% | -4% | 8% | -9%[57.5 µM]
CC(=O)N1CCCc2cc(S(=O)(=O)N3CCC(C(=O)Nc4c(C)cccc4C)CC3)ccc21 | nt | -9% | 14% | nt | 15% | 0% | nt | -1% | -34%[inhibitor]
CCc1nnc(NC(=O)c2cc(-c3cccnc3)nc3ccccc23)s1 | -4% | 5% | -1% | i | -8% | 5% | -1% | 6% | i
CC(=O)Nc1cc2ccccc2oc1=O | -11% | -1% | -12% | i | -16% | -14% | ? | 10% | i
Cc1cccc(OC(C)C(=O)Nc2nonc2-c2ccc(Br)cc2)c1C (stereo unspecified) | nt | -2% | 6% | nt | 2% | -13% | nt | 1% | -52%[inhibitor]
COCCCNC(=S)Nc1ccc(OC(F)F)cc1C | 1% | -6% | ? | i | 17% | -49% | -2% | 23% | ?
C=CCNc1nc(C)nc(OC)n1 | -7% | 4% | 9% | i | 1% | 3% | 3% | 7% | 4%[57.5 µM]
Cc1nc2cc(NC(=O)Nc3cccc(F)c3)ccc2n1C | -7% | -2% | 4% | i | -14% | -23% | 3% | ? | -9%
CC(C)(C)NC(=O)CCCCCCCC(=O)NC(C)(C)C | 0% | -6% | -17% | i | -2% | -2% | 0% | -11% | ?
Cc1cc2ccccn2c1C(C[N+](=O)[O-])c1ccc(N(C)C)cc1 (stereo unspecified) | 9% | 16% | -23% | i | -10% | 9% | -3% | -6% | -15%
CCOc1ccc2c(c1)C(=O)C(=O)N2CC1COc2ccccc2O1 (stereo unspecified) | 0% | 1% | 14% | i | 2% | -19% | -1% | 4% | i
CCN(CC)C(=O)Cn1cc(C(=O)C(=O)N(CC)C2CCCCC2)c2ccccc21 | -1% | -21% | 19% | i | 11% | nt | 1% | 13% | -11%
CC(c1ccccc1)N1CC(C(=O)NC2CCCC2)CC1=O (stereo unspecified) | 3% | -32% | -4% | i | 10% | 15% | 2% | 0% | i
CC(=O)Nc1ccc(C(=O)N2CCOCC2c2cc(C(=O)NCc3ccccc3)no2)cc1 (stereo unspecified) | 3% | -4% | -7% | i | -18% | -15% | nt | 32%[activator] | -4%
COc1ccc(NC(=O)/C(Cl)=C(/Cl)S(=O)(=O)Cc2ccc(C)cc2)cn1 | -75%[inhibitor] | ? | ? | i | -93%[inhibitor] | -2% | -7% | ? | -24%
CCOc1cccc(C(=O)N(Cc2ccc(F)cc2)C2CCS(=O)(=O)C2)c1 (stereo unspecified) | 2% | -9% | 2% | i | -7% | 6% | -2% | 1% | i
CCCCC(=O)NCCNC(=O)c1cc(OCC(F)(F)F)ccc1OCC(F)(F)F | -16% | -9% | 5% | i | 6% | -7% | -1% | -11% | i
Cc1cc(NC(=O)Cn2nnc3sc4c(c3c2=O)CCC(C(C)(C)C)C4)no1 (stereo unspecified) | 2% | -11% | -13% | i | -17% | ? | -1% | ? | -27%
Nc1nc(-c2ccc([N+](=O)[O-])cc2)cs1 | -8% | 0% | 20% | i | 11% | nt | -1% | 11% | -16%
Cc1cccc(NC(=O)C2CCCN(S(=O)(=O)c3cccc4nonc34)C2)c1 (stereo unspecified) | 6% | 1%&-2% | -2%&2% | i | 15%&-7% | -7%&7% | 1% | -14%&0% | -19%
COc1cc(S(=O)(=O)n2nnc3ccccc32)c(OC)cc1Cl | 10% | 1% | 17% | i | 3% | 8% | 0% | -5% | -20%[57.5 µM]
O=C1CC(Sc2nnc(-c3ccccc3O)o2)C(=O)N1c1ccccc1 (stereo unspecified) | ? | 7% | ? | i | -31%[inhibitor] | ? | -8% | 0% | i
O=C(CCN1C(=O)C2C3C=CC(C3)C2C1=O)Nc1ccc2c(c1)OCO2 (stereo unspecified) | -12% | 5% | -23% | i | 0% | -1% | 1% | 2% | i
Cc1ccc(C(=O)NCC(=O)OC(C)C(=O)NCCC2=CCCCC2)cc1C (stereo unspecified) | 1% | 24% | 7% | i | 5% | nt | 1% | 20% | i
O=C1CCc2cc(S(=O)(=O)N3CCCC3C(=O)N3CCN(c4ccccc4)CC3)ccc2N1 (stereo unspecified) | -1% | -23% | 25% | i | 13% | -14% | 0% | 11% | i
CCCn1nc(C(=O)OCC(=O)Nc2cccc(OC)c2)c2ccccc2c1=O | 1% | 7% | -3% | i | -1% | 24% | 2% | 11% | -13%
CC1=NNC(=O)C1CCC(=O)N/N=C/c1ccc(Cl)cc1 (stereo unspecified) | 4% | -5% | -2% | i | 0% | 27% | 2% | 11% | i
CC12CCC(=O)N1C(C(=O)NCc1ccccc1F)CS2 (stereo unspecified) | -3% | 16% | -1% | i | -5% | 14% | 2% | 27% | -10%
CCn1c(=S)sc2c(=O)n(CC(=O)Nc3ccc(C(C)=O)cc3)c(C)nc21 | 3% | 0% | -7% | i | -7% | 4% | 1% | 10% | -22%
O=c1[nH]c2ccccc2nc1/C=C(\O)C1CC1 | -5% | -1% | ? | i | -8% | 19% | -1% | 13% | -2%
COCC(C)NC(=O)c1ccc(CN2CCc3ccccc3C2)cc1 (stereo unspecified) | -5% | 6% | -7% | i | -8% | -6% | 1% | -21% | i
COc1ccccc1C(=O)CSc1nnc(-c2ccco2)o1 | 0% | -19% | 24% | i | -12% | -18% | 0% | 7% | i
Cc1ccc(C(=O)NC(C#N)=C(Cl)Cl)cc1 | 6% | ? | 11µM* | i | -9% | 7% | -2% | ? | -93%[inhibitor]
C#CCn1c(S(=O)(=O)Cc2ccccc2Cl)nc(-c2ccccc2)c1-c1ccccc1 | -3% | 21% | 7% | i | -15% | -5% | -1% | ? | -21%
COc1cccc(OCC(O)CN2CCN(c3ccccc3)CC2)c1 (stereo unspecified) | 3%&1% | -3%&-2% | 15%&-15% | i | 6%&-4% | -2%&-28% | 1%&2% | ? | i
Cc1ccc(NC(=O)CSc2nc3c(cc2C#N)C(=O)CCC3)cc1S(=O)(=O)N(C)C | -1% | 8% | 25% | i | 3% | nt | -10% | 0% | -88%[inhibitor]
CC(C)C(=O)Nc1ccc(Cl)cc1-c1nc2ccccc2[nH]c1=O | -3% | -8% | -2% | i | -5% | 2% | 2% | -3% | i
CC(C(=O)Nc1ccc(S(=O)(=O)N2CCCC2)cc1)N1CCc2ccccc2C1 (stereo unspecified) | -9% | -5% | 3% | i | -4% | 7% | 0% | ? | -6%
CCN(CC)CCNC(=O)c1ccc(Sc2ccc(Cl)cc2)c(NC(C)=O)c1 | 1% | 0% | -19% | i | -13% | 26% | -1% | ? | i
CCn1c(CN2CCN(Cc3ccc(C)cc3)C(CCO)C2)nc2ccccc21 (stereo unspecified) | -5% | -1% | -5% | i | 7% | -23% | 3% | 6.3µM* | i
COc1ccccc1OCCC(=O)NCc1ccc2c(c1)OCO2 | 1% | 17% | 0% | i | -2% | 18% | -1% | 15% | -3%
COC(=O)c1ccccc1NC(=O)CSc1ncn[nH]1 | -6% | -8% | 2% | i | -5% | -6% | 0% | 5% | i
CC(=O)N(C(C)=O)n1c(/C=C/c2ccc([N+](=O)[O-])cc2)nc2ccccc2c1=O | 5% | -11% | ? | i | -2% | 18% | 1% | -18% | i
Cn1c(SCC(=O)Nc2ccc3cn[nH]c3c2)nnc1-c1cccs1 | -3% | 21% | 5% | i | 2% | 10% | -3% | 6% | i
COC(=O)c1ccc2nc(-c3ccc(C#N)cc3)c(Cc3cccc(Cl)c3)n2c1 | 7% | 1% | 15% | i | -8% | 11% | nt | 17% | -11%
CCCOc1cccc(C2C(C(=O)c3ccc(C)o3)=C(O)C(=O)N2CCN2CCOCC2)c1 (stereo unspecified) | 9% | -5% | -7% | i | 13% | 16% | -8% | -12% | i

The list is partial (hit frequency here may not be typical).
